NRP1-CendR mod – NRP-1/CendR interaction modulation | O14786 | FAM-RPARPAR peptide binding to NRP-1, fluorescence polarization | inhibition, % at 25 µM | 0.85% of 360,000 active;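 active = inhibition or corrected inhibition above about 18%, plus a signal ratio from 0.5 to 1.5, limit read from the data, passing the limit was not always enough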; note: strong numbers were not always called active
DNMT1 inh – blocks human DNA methyltransferase DNMT1. inhibition (reported as % activation of signal), % at 10 µM. P26358. DNMT1 molecular beacon, Hinp1I cleavage, fluorescence. 0.83% of 360,000 active; in the data active = inhibition above about 50%
Target sequence (P26358 504-1616 limits assumed): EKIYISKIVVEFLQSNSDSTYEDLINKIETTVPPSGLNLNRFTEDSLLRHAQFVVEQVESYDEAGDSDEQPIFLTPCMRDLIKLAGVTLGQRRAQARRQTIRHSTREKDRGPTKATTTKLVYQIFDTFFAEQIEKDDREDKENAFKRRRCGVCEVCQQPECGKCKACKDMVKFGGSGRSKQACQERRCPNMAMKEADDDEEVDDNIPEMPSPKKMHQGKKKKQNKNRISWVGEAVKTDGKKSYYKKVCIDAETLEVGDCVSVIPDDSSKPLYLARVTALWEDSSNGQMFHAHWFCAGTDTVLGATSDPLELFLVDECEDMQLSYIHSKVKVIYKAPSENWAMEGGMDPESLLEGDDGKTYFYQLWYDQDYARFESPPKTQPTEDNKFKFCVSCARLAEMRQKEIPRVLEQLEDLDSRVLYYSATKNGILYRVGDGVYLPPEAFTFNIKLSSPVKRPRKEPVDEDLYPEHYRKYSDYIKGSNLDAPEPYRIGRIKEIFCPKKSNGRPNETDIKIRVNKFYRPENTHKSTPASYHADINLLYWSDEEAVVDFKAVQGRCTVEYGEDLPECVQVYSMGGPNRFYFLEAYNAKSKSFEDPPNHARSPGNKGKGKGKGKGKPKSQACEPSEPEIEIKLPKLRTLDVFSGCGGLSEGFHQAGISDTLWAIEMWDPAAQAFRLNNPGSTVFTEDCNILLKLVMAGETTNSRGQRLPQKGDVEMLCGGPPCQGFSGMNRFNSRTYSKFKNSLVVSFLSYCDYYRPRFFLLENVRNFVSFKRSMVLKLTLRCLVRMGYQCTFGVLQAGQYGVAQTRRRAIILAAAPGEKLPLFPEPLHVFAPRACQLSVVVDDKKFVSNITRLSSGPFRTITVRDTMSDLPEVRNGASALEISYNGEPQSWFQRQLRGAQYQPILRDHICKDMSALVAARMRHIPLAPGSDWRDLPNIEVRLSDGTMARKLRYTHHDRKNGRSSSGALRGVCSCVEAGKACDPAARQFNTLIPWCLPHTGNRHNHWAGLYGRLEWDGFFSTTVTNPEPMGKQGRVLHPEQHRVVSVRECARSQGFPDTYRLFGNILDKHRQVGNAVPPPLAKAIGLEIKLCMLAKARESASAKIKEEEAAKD
SUMO1-SIM PPI – alters human SUMO1 binding to SIM partners | P63165 | SUMO1 binding to a labelled peptide, TR-FRET, 1 h | inhibition, % at 20 µM | 0.33% of 360,000 active; in the data active = inhibition above about 37%
STEP inh – inhibitors of human striatal-enriched phosphatase STEP; P54829; recombinant STEP, OMFP fluorogenic substrate, fluorescence; inhibition, % at 20 µM; 0.25% of 360,000 active; AID 588621;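 active = inhibition at 20 µM, scaled per plate between control wells, above about 37%, limit read from the data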;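 note: 0% = DMSO with enzyme and substrate and 100% = substrate only without enzyme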
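Measure: Control-normalized % inhibition with plate pattern correction | Test system: STEP phosphatase, cell-free reaction | Medium: pH 6.0 Bis-Tris with DTT and Tween 20 | Technique: Fluorescence, 480/540 nm | Times: Reaction 20 min, ambient temperature | Doses: Single compound dose of 20 µM, 1% DMSO final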
SKN-1 inh – C. elegans SKN-1 inhibition. C. elegans VP596 Pgst-4::GFP/RFP ratio, acrylamide-induced, 24 h. inhibition, % at 21.8 µM. 0.49% of 360,000 active;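 active = interference check ratio from 0.5 to 1.5 plus GFP to RFP signal ratio inhibition reaching or exceeding a fixed threshold, cut at about 30% in these data, passing the limit was not always enough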; note: some compounds called inactive have numbers as strong as hits
Scp-1 inhibitor – inhibitors of human Scp-1 phosphatase; Q9GZU7; inhibition, % at 20 µM; 0.88% of 340,000 active; Recombinant Scp1, phosphopeptide, malachite green phosphate absorbance;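 active = inhibition above about 50% at 20 µM, limit read from the data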;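 note: plate controls were DMSO wells with enzyme for no effect and wells lacking enzyme for full effect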
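System: SCP-1 catalytic domain; Reagent: Phospho 17-mer peptide substrate; Doses: one concentration, 20 µM, with 1.0% DMSO; Incubation: 45 min room-temperature reaction, 5 min colour, 30 min stabiliser; Signal: Phosphate-binding colour reagent, absorbance read at 630 nm.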
Tb MetRS inh – Trypanosoma brucei MetRS inhibition; purified T. brucei MetRS, ATP depletion, Kinase-Glo luminescence; inhibition, % at 11.9 µM; 0.4% of 360,000 active; AID 624268;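 active = inhibition above a per-plate cutoff of the control wells' mean inhibition plus 3 SD, cut at about 5.5% in these data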;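 note: 0% = DMSO wells median and 100% = median of wells with control inhibitor compound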
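Material: T. brucei methionyl-tRNA synthetase, purified; reagent: substrates ATP, L-methionine and bulk Escherichia coli tRNA; dosing: 11.9 µM single point; timing: 15 min plus 2 h at 25 °C; detection: luminescence of leftover ATP; evaluation: % inhibition; control set: DMSO-only wells as low control; replicates: singlicate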
LMPTP inh – blocks human LMPTP phosphatase | P24666 | recombinant LMPTP-A, OMFP fluorogenic substrate, fluorescence intensity | inhibition, % at 20 µM | 0.22% of 360,000 active | AID 651560;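 active = compounds that cut the enzyme signal by at least half of the control window in the single-dose screen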;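 note: plate controls were DMSO wells with enzyme plus substrate for no effect and substrate without enzyme for full effect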
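Assay system: LMPTP-A phosphatase enzyme | Input: 0.625 nM enzyme | Also added: Fluorogenic phosphatase substrate OMFP at 400 µM final | Compound dosing: One test concentration per compound, 20 µM, with 3% DMSO overall | Schedule: 50 min enzyme reaction at room temperature, protected from light | Signal: Fluorescence intensity | Benchmarks: no-enzyme and uninhibited controls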
Neddyl block – cullin neddylation inhibition. P61081+Q13564. TR-FRET cullin neddylation, biochemical. calls only at 25 µM. 0.58% of 360,000 active; in the data active = inhibition above about 36%
NadD inh – blocks S. aureus nicotinate mononucleotide adenylyltransferase; 0.78% of 360,000 active; purified NadD enzyme, colorimetric absorbance read-out; inhibition, % at 20 µM; in the data active = inhibition above about 26%; note: some compounds past the cut are filed as inactive
Active calls of the source: *; i = inactive; x = no result given; + = active, no number. No enrichment for hits, and some 4.6% of all compounds hit somewhere here.

SMILES	NRP1-CendR mod	DNMT1 inh	SUMO1-SIM PPI	STEP inh	SKN-1 inh	Scp-1 inhibitor	Tb MetRS inh	LMPTP inh	Neddyl block	NadD inh
Cc1c(C(=O)NCC2CCCO2)oc2ccc3c(c12)C(=O)CC(C)(C)O3 (centres undefined)	4	0	-6	-1	-16	-3	-0.3	-0.2	+	-5
OC[C@@H]1CN(C2CCCC2)C[C@H](n2cnc3c(NC4CCC4)ncnc32)O1	-6	7	1	-3	9	x	-0.2	-1.1	i	-4
CCOc1ccc(S(=O)(=O)N2CCCCC2)cc1NC(=O)C1CSC2(C)CCC(=O)N12 (centres undefined)	-5	14	-5	-2	4	-7	-0.2	0.2	i	1
O=C(CSc1nc2nn(-c3ccccc3)c(=O)c-2c2n1CCCCC2)NCCc1ccccc1	3	0	-13	2	-6	-4	-0.6	-0.9	i	6
O=C(OCC(=O)N1CCN(c2ccccc2)CC1)c1ccccc1NCCO	-70	11	-4	-2	5	-5	-0.2	0.5	x	6
Cc1ccc(Nc2nc(C(=O)N3CCC(C(=O)NCCN4CCOCC4)CC3)cs2)cc1	1	-1	4	0	-9	-7	-1.0	-1.7	i	7
COc1ccc(-c2nc(SC(C)C(=O)NCC3CCCO3)n[nH]2)cc1 (centres undefined)	-2	0	-1	0	6	-4	-0.1	-0.7	i	-3
O=C(NC(=S)Nc1ccccc1Br)c1ccco1	12	-1	1	3	-10	1	-0.3	0.4	i	-5
CC(C)(C)S(=O)N1Cc2cc(C(=O)NCCCN3CCOCC3)nc(-c3cccc(-c4cc5ccccc5o4)c3)c2[C@H]1CCO (some centres undefined)	-18	-21	-3	0	9	x	-1.7	-0.1	i	-5
O=C(N=C1SC2CS(=O)(=O)CC2N1c1ccc(F)cc1F)C1CC1 (centres undefined)	-2	-1	5	1	-2	-2	0.1	-0.9	i	-3
CN(CC(=O)Nc1ccc(F)c(F)c1F)C(=O)CCCSc1nc2ccccc2[nH]1	6	0	0	-3	-4	-4	0.3	0.0	i	3
COC(=O)c1c(NC(=O)C2CC=CCC2C(=O)O)sc(C)c1C (centres undefined)	0	3	-2	0	1	-11	-0.6	-0.9	i	-9
Cc1nc(NC(=O)c2ccccc2)sc1-c1csc(NCc2ccccc2)n1	-28	-15	1	1	29	-9	-1.4	2.8	i	25
Cc1ccc(C(=O)OCC(=O)Nc2ccc3[nH]c(=O)[nH]c3c2)cc1S(=O)(=O)N1CCOCC1	-8	0	7	-2	-8	0	-0.1	0.1	i	-2
Cc1ccc(S(=O)(=O)Cc2cc(-c3ccc(Cl)cc3)no2)cc1	-9	3	-1	0	8	1	0.6	7.9	i	-12

Random excerpt: 4 entries already listed
SMILES	NRP1-CendR mod	DNMT1 inh	SUMO1-SIM PPI	STEP inh	SKN-1 inh	Scp-1 inhibitor	Tb MetRS inh	LMPTP inh	Neddyl block	NadD inh
Cc1ccc(S(=O)(=O)Cc2cc(-c3ccc(Cl)cc3)no2)cc1	-9	3	-1	0	8	1	0.6	7.9	i	-12
COC(=O)c1c(NC(=O)C2CC=CCC2C(=O)O)sc(C)c1C (centres undefined)	0	3	-2	0	1	-11	-0.6	-0.9	i	-9
CCOc1ccc(S(=O)(=O)N2CCCCC2)cc1NC(=O)C1CSC2(C)CCC(=O)N12 (centres undefined)	-5	14	-5	-2	4	-7	-0.2	0.2	i	1
CC(C)(C)S(=O)N1Cc2cc(C(=O)NCCCN3CCOCC3)nc(-c3cccc(-c4cc5ccccc5o4)c3)c2[C@H]1CCO (some centres undefined)	-18	-21	-3	0	9	x	-1.7	-0.1	i	-5

Next part:
SMILES	NRP1-CendR mod	DNMT1 inh	SUMO1-SIM PPI	STEP inh	SKN-1 inh	Scp-1 inhibitor	Tb MetRS inh	LMPTP inh	Neddyl block	NadD inh
COc1ccccc1NC(=O)N(C)C[C@@H]1OCc2cn(nn2)CCCC(=O)N([C@@H](C)CO)C[C@H]1C	-1	2	4	-2	7	x	-1.3	-1.1	i	4
COC(=O)Cn1c(=NC(=O)c2nc3ccccc3s2)sc2cc(S(N)(=O)=O)ccc21	-6	14	3	0	2	64*	0.4	28	i	14
O=C(NC1CCCCCCC1)c1cc([N+](=O)[O-])ccc1Cl	1	2	-21	-2	17	1	-2.3	-1.2	i	-7
CC(=O)c1cc(F)c(N2CCN(C(=O)C(C)(C)C)CC2)cc1C	6	-3	-5	2	-14	-9	-0.3	0.1	i	0
CCOC(=O)CSc1ccc(C(=O)NCCCN2CCOCC2)cc1[N+](=O)[O-]	-5	1	-31	0	-10	-4	-1.1	-1.7	i	-7
O=C1CC(N2CCN(c3ccccc3Cl)CC2)C(=O)N1c1cccc(F)c1 (centres undefined)	13	0	4	-10	-4	-3	-0.2	1.2	i	6
CCN(CC)CCN(C(=O)c1cccc(N2C(=O)CCC2=O)c1)c1nc2cc3c(cc2s1)OCO3	-10	-1	2	-3	10	0	-0.2	-0.5	i	-4
C=CCn1cccc(C(=O)Nc2ccc(OCC)cc2)c1=O	4	-2	-1	3	7	-6	0.2	0.0	x	-2
Cc1ccc([N+](=O)[O-])cc1NC(=O)Nc1onc(C)c1C	1	3	-19	-2	-10	4	-0.1	-0.1	i	-10
COc1cc(CN(C)C)cc(C=O)c1O	0	0	-2	3	-3	5	0.5	-1.0	i	7
NC(N)=Nc1nc2ccccc2o1	-1	4	2	-3	-6	-10	0.5	-0.8	i	3
Nn1c(COc2ccccc2F)nnc1SCC(=O)NCC1CCCO1 (centres undefined)	4	2	0	0	18	x	-0.3	-1.5	i	-2
O=C(/C=C/c1ccccc1)NC(=S)Nc1cccnc1	-8	0	-11	2	3	2	-0.3	-0.8	i	-3
C#CCOCCOCCOCCNc1nc(N2CCN(C(=O)CCCCCCCCCCNC(=O)[C@@H](CCSC)n3cc(CCO)nn3)CC2)nc(N2CCN(C(=O)CCCCCCCCCCNC(=O)[C@H]([C@@H](C)CC)n3cc(CCCCN=C(N)N)nn3)CC2)n1	8	-86	90*	9	-9	38	0.5	13	i	68*
CCC(C)C(NC(=O)OC(C)(C)C)C(=O)NCc1ccco1 (centres undefined)	-11	-2	-2	0	-17	0	0.3	-0.5	i	-5
O=C(NCc1cccs1)c1ccncc1	1	0	3	-2	-12	-4	-0.1	-1.3	i	-1
CCCN(CCC)C(=O)C1c2ccccc2Oc2ccccc21	127	17	0	-11	33	-15	-0.2	-2.6	i	0
O=C(NCc1ccccc1)C(c1ccncc1)N(C(=O)c1csnn1)C1CC1 (centres undefined)	3	-1	2	-12	10	10	-0.1	-1.8	i	-2
Cc1ccc(C(=O)Cn2nnc3c(sc4nc5c(c(-c6ccccc6)c43)CCC5)c2=O)cc1	18	-1	-2	4	-6	-17	-1.2	-0.1	i	4
O=C1c2cccnc2C(Nc2ccc(S(=O)(=O)N3CCCCC3)cc2)N1Cc1ccccc1 (centres undefined)	-2	9	4	8	6	-4	0.5	1.2	i	4
O=C(O)c1ccc(COc2c(F)c(F)cc(F)c2F)cc1	1	0	1	-2	-39	-8	-0.6	-1.4	i	-6
CC(C)COc1ccc(CNC(=S)Nc2ccccc2)cc1Cl	1	-2	10	0	8	-16	-0.1	3.7	i	0
CCNC(=O)CC1C(=O)N(c2ccccc2)C(=O)N1Cc1ccc(OC)cc1 (centres undefined)	0	1	-2	-5	-18	-1	-0.4	-0.6	i	-5
C=CCNc1nc2c(c(=O)n(C)c(=O)n2C)n1Cc1ccc(F)cc1	-2	-2	2	2	5	-12	-0.1	-3.8	i	-3
Cn1c(N)c(C(=O)CSc2nnc(-c3ccccc3F)n2N)c(=O)n(C)c1=O	-8	3	0	1	-2	1	-1.2	2.3	i	-4
O=C(CNC(=S)N(CCCN1CCOCC1)Cc1cccs1)NCCN1CCOCC1	-3	3	0	2	-5	-2	-1.2	-4.2	i	1
CCCn1c(NC(=O)C23CC4CC(CC(O)(C4)C2)C3)nc2ccccc21	-5	6	0	2	10	-9	0.3	-0.7	i	-1
COc1cccc(-c2cc(C(F)(F)F)n3ncc(C(=O)NCC4CCCO4)c3n2)c1 (centres undefined)	4	2	-16	2	11	-7	-0.2	-0.7	i	0
O=C(CCNC(=O)c1ccccc1Cl)N/N=C\c1ccc(O)cc1	1	0	1	-3	-8	-11	-0.4	0.4	i	-3
CCCNC(=O)C(Cc1ccccc1)NS(=O)(=O)c1cccc2nsnc12 (centres undefined)	6	2	-19	-1	1	5	-0.3	-2.0	i	-2
O=C(CCNS(=O)(=O)c1ccc(Br)cc1)NCc1cccs1	-11	2	-1	2	-8	-8	0.1	-0.5	i	-4
Cc1[nH]c(=O)c(C(=O)c2ccccc2O)cc1C(=O)O	1	-2	-2	-5	-6	-3	0.0	0.1	i	8
CCOc1ccc2c(c1)C(C)=CC(C)(C)N2C(=O)Nc1ccccc1F	0	-2	0	0	4	-5	0.3	-1.2	x	-2
CC1(C(=O)NS(=O)(=O)c2ccc(Cl)s2)CCN1C(=O)Cc1cc(F)ccc1F (centres undefined)	-3	-1	4	0	-13	x	-0.3	-1.7	i	-7
Cc1cccc(-n2c(Cc3ccccc3)n[nH]c2=S)c1	-11	2	-2	-1	3	-5	-0.2	-1.2	i	4
CN(CC(=O)Nc1ccc(Cl)c(C(F)(F)F)c1)C(=O)CCCc1nc2ccccc2c(=O)[nH]1	-9	-4	4	-3	13	-7	-0.3	0.8	i	-1
Cc1ccc(C)c(NC(=O)CCN2C(=O)C3CC=CCC3C2=O)c1 (centres undefined)	-7	3	-2	0	3	-5	-0.2	-1.3	i	1
Cc1csc(NC(=O)CSc2ccc3nnc(CCNS(=O)(=O)c4ccccc4)n3n2)n1	4	-4	1	0	-4	4	0.2	-0.5	i	2
CN=C(Nc1ccc(C(=O)OC)cc1)SC1CC(=O)N(c2ccccc2F)C1=O (centres undefined)	-4	-7	0	1	16	-16	-1.5	1.2	i	-2
CC(=O)N(Cc1cc2cc(C)ccc2[nH]c1=O)c1cccc(C)c1C	11	2	5	2	15	1	1.9	-1.8	i	-4
O=C(COC(=O)c1ccccc1Nc1ccccc1)Nc1ccccc1	-3	1	-3	-1	-5	-12	0.6	-0.2	x	-10
COC(=O)C[C@@H]1CC[C@H](NC(=O)Nc2ccc(OC)cc2)[C@@H](CO)O1	7	x	-3	x	9	x	-0.6	-2.2	i	x
OC(COc1ccccc1)CN1CCOCC1 (centres undefined)	-2	0	-2	-6	9	-5	0.5	-0.3	i	2
CCN(C/C=C/c1ccccc1OC)Cc1ccccc1	4	3	-3	-1	8	-2	-0.7	-1.7	i	-4
Cc1cc(=O)[nH]c(SCC(=O)Nc2nnc(CC(C)C)s2)n1	0	1	-2	-1	7	-14	-0.8	-0.9	i	8

Screening data from PubChem BioAssay.
